Screening data as filed in PubChem.
AGP1 TOR yeast – yeast TOR pathway AGP1-GFP modulation; S. cerevisiae AGP1-GFP multiplex flow cytometry, 3 h; GFP as percent of DMSO wells; GFP response vs DMSO, % at 10 µM; 320,000 tested, 0.02% active; AID 2066;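 active means GFP response relative to DMSO above a set limit, near screen average plus 3 SD, cut at about 150% in these data; inconclusive means fewer than 70 cells counted for the yeast strain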;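 further: median GFP channel fluorescence of the gated AGP1 strain per well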
RPL19A TOR yeast – alters RPL19A-GFP fluorescence in TOR pathway yeast screen; S. cerevisiae RPL19A-GFP strain, flow cytometry, 3 h; active compounds read low; percent response vs DMSO, % at 10 µM; 330,000 tested, 0.3% active; AID 2025;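 active means percent response vs DMSO below 50%; inconclusive means fewer than 70 events counted for the yeast strain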;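 further: median channel GFP fluorescence of the barcoded RPL19A-GFP strain; ratio of sample median GFP to plate DMSO average so 100% = DMSO; lower means less RPL19A-GFP as with rapamycin TOR inhibition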
GRK2 inh – blocks RNA aptamer binding to human GRK2; AID 488847; 330,000 tested, 0.59% active; bead flow cytometry, FAM-aptamer displacement from GRK2; P25098; inhibition of aptamer binding, % at 10 µM;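 active means inhibition of aptamer binding above 40%, roughly 3 SD of noise, on plates passing a quality check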;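 further: median bead fluorescence of bound FAM aptamer so fluorescent compounds give negative values; no value below 0 was filed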
Target sequence (P25098 whole entry, looked up): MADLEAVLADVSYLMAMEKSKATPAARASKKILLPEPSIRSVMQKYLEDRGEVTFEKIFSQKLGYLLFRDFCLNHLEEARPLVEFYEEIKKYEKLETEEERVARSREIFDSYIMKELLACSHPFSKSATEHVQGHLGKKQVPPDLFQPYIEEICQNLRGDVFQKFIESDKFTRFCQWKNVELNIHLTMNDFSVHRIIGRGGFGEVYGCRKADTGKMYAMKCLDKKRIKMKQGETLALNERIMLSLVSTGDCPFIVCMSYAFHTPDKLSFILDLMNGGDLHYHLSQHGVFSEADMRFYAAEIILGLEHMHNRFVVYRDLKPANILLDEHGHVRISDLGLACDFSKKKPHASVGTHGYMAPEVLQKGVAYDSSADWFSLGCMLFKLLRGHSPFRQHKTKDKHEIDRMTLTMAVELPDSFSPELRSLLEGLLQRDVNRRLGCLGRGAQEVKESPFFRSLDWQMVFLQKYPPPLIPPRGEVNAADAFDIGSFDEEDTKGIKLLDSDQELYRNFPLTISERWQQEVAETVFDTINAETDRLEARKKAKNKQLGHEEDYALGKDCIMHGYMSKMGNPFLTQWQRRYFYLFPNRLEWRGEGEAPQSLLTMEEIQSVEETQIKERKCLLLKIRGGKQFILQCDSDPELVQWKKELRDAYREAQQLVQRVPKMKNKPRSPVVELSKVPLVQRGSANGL
GASC-1 inh – inhibitors of human GASC-1 (JMJD2C) demethylase; Q9H3R0; inhibition, % at 2.35 µM; GST-JMJD2C(1-420) H3K9me3 demethylation, DELFIA europium; 330,000 tested, 0.069% active; AID 2099;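 active means more than half of a compound's replicate wells show inhibition beyond 50%, single wells judged on their own value; inconclusive means some, but no more than half, of replicates pass 50% inhibition; inactive means no replicate passes 50% inhibition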;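 further: signal counts dimethyl H3K9 product captured on neutravidin plate; 0% = median of DMSO wells and 100% = 0.3 times that DMSO median; strong numbers were not always called active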
CIT2 TOR yeast – modulators of TOR pathway CIT2-GFP in S. cerevisiae; S. cerevisiae CIT2-GFP strain, flow cytometry, 3 h; 100 means same as DMSO wells; GFP response vs DMSO, % at 10 µM; 320,000 tested, 0.065% active;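 active means GFP response relative to DMSO above a set limit, near the screen mean plus 3 SD, cut at about 150% in these data; inconclusive means Fewer than 70 cells measured for a yeast strain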;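 further: ratio of well median GFP fluorescence to mean of DMSO wells on the plate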
LAP4-GFP MLPCN – modulators of TOR pathway LAP4-GFP in S. cerevisiae; S. cerevisiae LAP4-GFP multiplex, flow cytometry GFP, 3 h; median GFP as percent of DMSO wells; GFP response vs DMSO, % at 10 µM; 320,000 tested, 0.34% active; AID 2023;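 active means GFP response vs DMSO above a set limit, about the screen mean plus 3 SD, cut at about 150% in these data; inconclusive means under 70 cell events counted for the yeast strain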
MEP2 TOR yeast – modulators of TOR pathway MEP2-GFP in S. cerevisiae; AID 2016; GFP response vs DMSO, % at 10 µM; 330,000 tested, 0.51% active; S. cerevisiae MEP2-GFP strain, flow cytometry GFP, 3 h; 100% = DMSO control level;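 active means GFP response versus DMSO above a set limit, roughly screen mean plus 3 SD, cut at about 180% in these data; inconclusive means fewer than 70 cells counted for a yeast strain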;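 further: median GFP fluorescence of the barcode-gated MEP2-GFP cells per well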
VLA-4 inh – inhibition in a human VLA-4 binding assay | P13612 | VLA-4 expressing cells, ligand binding flow cytometry | inhibition, % (about 7 µM as worked out from the volumes in the protocol) | 330,000 tested, 0.2% active | AID 2557; in the data active means inhibition above about 50%
Numbers without * were called inactive; ? = inconclusive; . = not tested or not shown; & = joins results of further samples; [ ] = remark or other dose.

structure	CIT2 TOR yeast	RPL19A TOR yeast	MEP2 TOR yeast	VLA-4 inh	GRK2 inh	LAP4-GFP MLPCN	GASC-1 inh	AGP1 TOR yeast
CCOC(=O)c1ccc(-n2nc(C)cc2C)cc1	93	95	98	-1	0	120	-5	92
Cc1ccc(NC(=O)Cc2nc(CSc3nnc(-c4ccc5c(c4)OCO5)o3)cs2)cc1	?	?	97[may fluoresce red and violet]	1	1	101[may fluoresce red and violet]	1	97[may fluoresce red and violet]
Cc1noc(C)c1COc1ccc(C(=O)OCC(=O)Nc2c(C)n(C)n(-c3ccccc3)c2=O)cc1	99	102	105	1	9	96	2	98
CCN(CC)S(=O)(=O)c1ccc(N2CCCC2)c(C(=O)OCC(=O)/C(C#N)=C(\C)N)c1	102	99	108	11	0	101	-4&5	103
CCCNC(=O)COC(=O)c1cc(SC)ccc1Cl	102	102	112	-3	1	104	8	98
CS(=O)(=O)Nc1ccccc1C(=O)Nc1cc(Cl)cc(Cl)c1	104	103	106	8	99*	102	-3	106
CCN(CC)S(=O)(=O)N1CCC(C(=O)NCCN2CCOCC2)CC1	122	.	111	-1	1	104	7	116
O=C(c1cc(-c2ccc(Br)cc2)on1)N1CCc2ccccc2C1	96	102	88	0	5	97	9	101
CCN1CCN(S(=O)(=O)c2ccc(Br)s2)CC1	100	100	97	1	0	100	-7	102
O=C(N/N=C\c1cccnc1)c1cc(-c2ccc(Cl)s2)[nH]n1	99	103	105	55*	0	98	?	99
COc1ccc2nc(SCC(=O)C(C)(C)C)[nH]c2c1	98	103	110	0	0	108	2	110
Cn1c(=O)c2ncn(CC(=O)N=Nc3c(O)[nH]c4ccccc34)c2n(C)c1=O	108	110	117	11	3	102	5	110
CNS(=O)(=O)c1cccc(C(=O)OCC(=O)NC2CCCC2)c1	100	106	97	1	3	91	-6	96
Cc1cc(N2CCCCC2)nc(N)n1	101	104	98	-8	3	94	2	106
COc1cc(CN2CCN(C(=O)CC(C)C)CC2)c([N+](=O)[O-])cc1OC	?	104[may fluoresce violet]	85[may fluoresce violet]	10	0	81[may fluoresce violet]	11	90[may fluoresce violet]

Whole records, quoted from the list. Values in the order: CIT2 TOR yeast, RPL19A TOR yeast, MEP2 TOR yeast, VLA-4 inh, GRK2 inh, LAP4-GFP MLPCN, GASC-1 inh, AGP1 TOR yeast
`CCN(CC)S(=O)(=O)c1ccc(N2CCCC2)c(C(=O)OCC(=O)/C(C#N)=C(\C)N)c1` is listed as 102, 99, 108, 11, 0, 101, -4&5, 103
`CCOC(=O)c1ccc(-n2nc(C)cc2C)cc1` is listed as 93, 95, 98, -1, 0, 120, -5, 92
`COc1ccc2nc(SCC(=O)C(C)(C)C)[nH]c2c1` is listed as 98, 103, 110, 0, 0, 108, 2, 110

Returning to the listing with the six entries that preceded the break.
structure	CIT2 TOR yeast	RPL19A TOR yeast	MEP2 TOR yeast	VLA-4 inh	GRK2 inh	LAP4-GFP MLPCN	GASC-1 inh	AGP1 TOR yeast
O=C(N/N=C\c1cccnc1)c1cc(-c2ccc(Cl)s2)[nH]n1	99	103	105	55*	0	98	?	99
COc1ccc2nc(SCC(=O)C(C)(C)C)[nH]c2c1	98	103	110	0	0	108	2	110
Cn1c(=O)c2ncn(CC(=O)N=Nc3c(O)[nH]c4ccccc34)c2n(C)c1=O	108	110	117	11	3	102	5	110
CNS(=O)(=O)c1cccc(C(=O)OCC(=O)NC2CCCC2)c1	100	106	97	1	3	91	-6	96
Cc1cc(N2CCCCC2)nc(N)n1	101	104	98	-8	3	94	2	106
COc1cc(CN2CCN(C(=O)CC(C)C)CC2)c([N+](=O)[O-])cc1OC	?	104[may fluoresce violet]	85[may fluoresce violet]	10	0	81[may fluoresce violet]	11	90[may fluoresce violet]
O=C(O)COc1ccc(Br)cc1CP(=O)(c1ccccc1)c1ccccc1	110	91	110	21	1	102	0	39
CN(C(=O)c1cccn(Cc2ccccc2)c1=O)c1ccccc1	95	87	98	9	0	95	24	.
OCC[C@@H]1C[C@@H](O)[C@H](O)[C@]2(CCc3ccccc3O2)O1	98	98	104	-10	2	95	-1	98
COc1ccc(N(CC(=O)NCc2ccccc2Cl)S(=O)(=O)c2c(C)noc2C)cc1	101	99	95	2	0	102	-8	103
Cn1cc(/C=C(\NC(=O)c2ccccc2)C(=O)N2CCOCC2)c2ccccc21	96	98	95	-6	0	91	-7	95
COC(=O)c1sc(-c2ccccc2)cc1NC(=O)C1CC1	111	105	101	1	6	107	0	106
O=C(c1cccc(F)c1)N1CCN(C(=O)C2CC2)CC1	102	104	103	-1	1	103	0	108
COc1cccc(NC(=O)C(NCC(C)(C)CN(C)C)c2ccccc2)c1 (centres undefined)	108	99	106	-11	0	101	67	103
NC(=O)CN1C(=O)/C(=c2\sc3nc(=O)c(Cc4ccccc4)nn3c2=O)c2ccccc21	102	97	97	24	1	108	3	112
NC(=O)C1CCN(C(=O)C(=O)c2cn(CC(=O)N3CCCC3)c3ccccc23)CC1	90	97	95	-14	0	88	-21	90
S=C(Nc1ccccc1)N1CCC(C2CCN(C(=S)Nc3ccccc3)CC2)CC1	100	99	100	10	0	108	-6	102
CCOCCn1c(N2CCN(c3ccccc3)CC2)nc2c1c(=O)n(C)c(=O)n2C	91	101	104	5	2	99	0	96
CCOc1ccccc1C(C(=O)NC1CCCC1)N(C(=O)c1csnn1)C1CC1 (centres undefined)	101	100	110	-6	0	97	-13	99
CC1(C)CC(=O)C(C=NCCCN2CCOCC2)=C(O)C1	108	107	102	0	0	104	-11	113
CCC(C)(CN(C)C)OC(=O)c1ccccc1 (centres undefined)	96	103	99	9	0	102	.	101

Remaining list, next part.
structure	CIT2 TOR yeast	RPL19A TOR yeast	MEP2 TOR yeast	VLA-4 inh	GRK2 inh	LAP4-GFP MLPCN	GASC-1 inh	AGP1 TOR yeast
CCn1c(=O)cc(SCC(=O)NCC2CCCO2)c2ccccc21 (centres undefined)	106	99	99	-2	0	100	0	100
Cc1cc(Br)ccc1NC(=S)N1CCOCC1	93	101	102	14	0	109	-3	100
N#Cc1c(SCC(=O)OCc2ccccc2)nsc1SCC(=O)OCc1ccccc1	99	98	96	-4	7	101	-1	102
CCOC(=O)C1CCCN(S(=O)(=O)c2c(C)c(C)cc(C)c2C)C1 (centres undefined)	101	101	101	0	1	96	-14	103
Cc1ccc(NC(=O)C(=O)NCc2ccncc2)cc1	95	98	99	2	4	98	-4	101
Cn1c(C(=O)N2CCc3ccccc3C2)cc2c(=O)n3ccccc3nc21	94	103	112	26	11	98	1	100
Cc1ccc(CNC(=O)CO/N=C/c2ccc3c(c2)OCO3)cc1	104	106	102	-2	0	95	0	102
CCC(c1nnnn1CCc1ccccc1)N(Cc1ccco1)Cc1cc2c(C)ccc(C)c2[nH]c1=O (centres undefined)	99	89	95	-3	5	84	6&-42	90
O=C(CCCn1c(=S)[nH]c2ccccc2c1=O)N1CCN(c2cccc(Cl)c2)CC1	103	100	109	-18	0	101	-17	103
Cc1cc(C(F)(F)F)nc(SCC(=O)NC2=NC(=O)C(C)S2)n1 (centres undefined)	108	104	113	7	2	104	5	114
Cc1ccc(NC(=O)CSc2nnc(C)c(=O)n2N)c(C)c1	107	103	105	8	1	106	9	102
CN(C)CCCNC(=O)CCc1ncc(C(F)(F)F)cc1Cl	88	97	95	4	1	94	2	94
CCN(CC(=O)Nc1c(F)cccc1F)C(=O)c1cccc(-n2cccc2)c1	96	97	98	5	25	103	74	99
CCCCC(=O)Nc1cccc(-c2nc3ncccc3o2)c1	94	98	96	-3	0	100	10	98
CC(=O)Nc1ccc(S(=O)(=O)N2CCN(C(=O)c3ccco3)CC2)cc1	105	104	105	-7	4	99	-4	104

New compounds follow:
structure	CIT2 TOR yeast	RPL19A TOR yeast	MEP2 TOR yeast	VLA-4 inh	GRK2 inh	LAP4-GFP MLPCN	GASC-1 inh	AGP1 TOR yeast
CCOc1cc2c(cc1OCC)C(c1ccc(C(=O)O)cc1)NCC2 (centres undefined)	107	105	105	-5	0	89	-9	95
CC/C(=C/c1ccccc1)c1cccc2[nH]c3c(OC)cccc3c12	83	93	88	-9	1	122	-1	80
COc1ccc(S(=O)(=O)N2Cc3ccccc3CC2C(=O)Nc2ccc(O)cc2)cc1OC (centres undefined)	93	100	88	-17	0	94	-11	98
COc1ccc(CCN(Cc2cc3cccc(C)c3[nH]c2=O)C(=O)NC2CCCCC2)cc1OC	102	102	107	3	0	100	0	107
C(=C\c1ccccc1)/CSc1nnc(-c2ccccn2)n1Cc1ccco1	80	88	87	15	2	90	10	86
OCC[C@H]1C[C@H](O)[C@@H](O)[C@]2(OCCc3ccccc32)O1	78	102	91	3	0	106	0	86
COCCn1c(SCC(=O)N2CCC(C)CC2)nc2c([nH]c3ccccc32)c1=O	94	100	97	-15	1	111	-12	97
CC1(C)Cc2c(c(-c3ccccc3Cl)[nH]c(=O)c2C#N)CO1	105	102	96	12	0	100	1	104
COc1ccc(N(C)C2=NS(=O)(=O)c3ccccc32)cc1	90	102	110	20	2	103	3	103
COc1ccc(C2C(C#N)=C(N)Oc3cc(O)ccc32)cc1OC (centres undefined)	103	97	108	1	4	99	11	102
CC(=O)Nc1ccc(NCN2C(=O)[C@@H]3[C@H]4CC[C@H](C4)[C@@H]3C2=O)cc1	100	84	120	16	1	132	-9	111
Cc1cc(C)n(C(=O)c2c([N+](=O)[O-])c(C)nn2C)n1	94	100	103	-6	17	93	-5	102
COCCn1c(SCC(=O)c2ccc(CNC(C)=O)o2)nc2ccccc2c1=O	98	99	105	-5	1	98	-3	99
COC(=O)C1=CN(c2ccc(OC)cc2)C=C(C(=O)OC)C1c1cccc(F)c1	99	101	113	-1	6	103	-1	95
O=C1C=C(c2cccc(Cl)c2O)C[C@@H](c2ccc(Cl)cc2)C1	90	102	97	0	0	130	4	94

Later entries:
structure	CIT2 TOR yeast	RPL19A TOR yeast	MEP2 TOR yeast	VLA-4 inh	GRK2 inh	LAP4-GFP MLPCN	GASC-1 inh	AGP1 TOR yeast
Cc1nnc(NC(=O)c2ccc(S(=O)(=O)N3CC(C)CC(C)C3)cc2)o1 (centres undefined)	104	99	107	25	2	108	3	104
Cc1nc2c(o1)CCc1ccccc1C2O (centres undefined)	99	.	99	-2	3	104	-5	99
COc1cc(NC(=O)CN2C(=O)C(C)N(c3ccc(C)cc3)C2=O)cc(OC)c1 (centres undefined)	93	96	99	2	0	105	-5	105
COc1ccc([N+](=O)[O-])cc1NC(=O)c1ccc(N(Cc2ccccc2C)S(C)(=O)=O)cc1	99	98	98	-5	2	100	7	101
CC(=O)NCCCc1nc2ccccc2n1Cc1c(F)cccc1Cl	99	96	105	-12	3	99	-1	108
O=C(CCCOc1ccccc1)N1CCN(c2ccccc2)CC1	105	97	104	10	3	108	-7	92
O=[N+]([O-])c1nn(-c2cccc(Cl)c2)n(O)c1=NCc1cccnc1	87	100	100	11	7	107	-2	87
